BLM helicase inh: qHTS Assay for Inhibitors of Bloom's syndrome helicase (BLM); recombinant BLM DNA unwinding, fluorescence dequenching; 350,000 compounds, 0.2% hits; RecQ-like DNA helicase BLM (Homo sapiens), P54132; Potency, µM (titrated, usually from 56.1 µM), for the others: top-dose activity change, negative = inhibition, most hits filed as inhibitors;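 note: plate controls were vehicle for no effect and no enzyme for full effect; nearly all actives have a fitted effect of over 35% in size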
HP1b chromo inh: HTS for Inhibitors of HP1-beta Chromodomain Interactions with Methylated Histone Tails | AlphaScreen HP1-beta / biotin-H3K9me3 peptide binding | Potency, µM (series often up to 114 µM), for the others: at the top dose activity change, negative = inhibition, actives largely listed as inhibitors | 390,000 compounds, 0.56% hits | AID 540317, 2011; note: nearly all actives have a fitted effect of over 70% in size; inactives centre near 23
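Compound inhibition of the preformed complex between 50 nM HP1-beta and 50 nM biotinylated H3K9me3 peptide was read by AlphaScreen. Buffer was PBS pH 7.4 with 0.01% Tween-20. Incubations ran 30 min at room temperature, with 10 ug/mL donor/acceptor beads.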
G9a inh: qHTS Assay for Inhibitors of Histone Lysine Methyltransferase G9a | Potency, µM (highest dose often 102 µM), for the others: at the top dose activity, negative = inhibition, hits mostly inhibitors | 350,000 compounds, 8.8% hits | AID 504332, 2011 | Histone-lysine N-methyltransferase EHMT2 (Homo sapiens), Q96KQ7 | G9a H3K9 monomethylation, AlphaScreen, 2 h; note: % is set by controls: 0 for no effect and ±100 for the full control effect; nearly all actives have a fitted effect of over 75% in size
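Step 1: enzyme (final 20 nM) with compound, 15 min RT. Step 2: substrate peptide 500 nM and SAM 20 uM, 2 h RT. Step 3: anti-H3K9me1 antibody and AlphaScreen beads, 10 min, then plate read.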
POLI inh: qHTS for Inhibitors of Polymerase Iota; DNA polymerase iota (Homo sapiens), Q9UNA4; Pol iota fluorescent replication assay, 10 min; Potency, µM (highest dose often 115 µM), inactives show at the top dose activity, negative = inhibition, hits mostly inhibitors; 390,000 compounds, 1% hits
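Pol iota at 10 nM preincubated 15 min with compounds at room temperature; reaction started with fluorescent substrate, 50 nM final. Fluorescence read kinetically at 0 and 10 min; buffer-only wells as negative control.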
BAZ2B block: qHTS Assay for Inhibitors of BAZ2B; Potency, µM (top dose mostly 114 µM), without a hit: at the top dose activity change, negative = inhibition, actives largely listed as inhibitors; Bromodomain adjacent to zinc finger domain protein 2B (Homo sapiens), Q9UIF8; AlphaScreen BAZ2B-H3K14Ac peptide displacement; 360,000 compounds, 4.4% hits; note: % is set by controls: 0 for no effect and ±100 for the full control effect; nearly all actives have a fitted effect of over 60% in size
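BAZ2B (50 nM) with biotin-H3(5-23)K14Ac peptide (50 nM) in PBS pH 7.4, 0.01% Tween-20, preformed 30 min, then compound 30 min at room temperature; top concentration 110uM. AlphaScreen streptavidin donor/nickel chelate acceptor beads (10 ug/mL final), 20 min dark, signal read.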
Pin1 inhibitor: qHTS Assay to Find Inhibitors of Pin1; Pin1 FP peptide displacement, HiFluor488, 10 min; Peptidyl-prolyl cis-trans isomerase NIMA-interacting 1 (Homo sapiens), Q13526; 390,000 compounds, 0.009% hits; Potency, µM (top dose mostly 115 µM), for the others: top-dose activity, negative = inhibition, usual class: inhibitors; active = well fitted inhibition curve with a large enough effect in the polarisation, with a control signal flat, not every such curve was filed as active; inconclusive = small, poorly fitted or top-dose-only effect, or effect the other way, or a change in a side signal; inactive = no such curve, though single readings can be large or run the other way; the % refers to the polarisation; note: % is set by controls: 0 for no effect and ±100 for the full control effect
PGK inhibitor: qHTS Assay to Find Inhibitors of Phosphoglycerate Kinase; PGK/GAPDH coupled, Kinase-Glo luminescence, 60 min; Potency, µM (doses to about 57.5 µM), inactives show at the highest dose activity change, negative = inhibition, hits mostly inhibitors; 380,000 compounds, 0.043% hits; note: % is set by controls: 0 for no effect and ±100 for the full control effect; nearly all actives have a fitted effect of over 60% in size
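Luminescent ATP detection (Kinase-Glo Plus) follows a 60-minute room-temperature incubation, with wells lacking PGK as controls. Buffer: 100 mM TEA (pH 7.6), 5 mM MgCl2, 0.01% Tween-20. Coupling enzyme GAPDH (100 nM final) supplies unstable 1,3-BPG in-well.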
JMJD2A Tudor inh: qHTS Assay for Inhibitors of JMJD2A-Tudor Domain | 390,000 compounds, 4.4% hits | AlphaScreen JMJD2A-Tudor / H3K4me3 peptide binding | Potency, µM (doses to about 114 µM), without a hit: at the top dose activity change, negative = inhibition, usual class: inhibitors; note: % is set by controls: 0 for no effect and ±100 for the full control effect; nearly all actives have a fitted effect of over 50% in size
Target sequence (O75164 whole entry, looked up, the tested form may be a part): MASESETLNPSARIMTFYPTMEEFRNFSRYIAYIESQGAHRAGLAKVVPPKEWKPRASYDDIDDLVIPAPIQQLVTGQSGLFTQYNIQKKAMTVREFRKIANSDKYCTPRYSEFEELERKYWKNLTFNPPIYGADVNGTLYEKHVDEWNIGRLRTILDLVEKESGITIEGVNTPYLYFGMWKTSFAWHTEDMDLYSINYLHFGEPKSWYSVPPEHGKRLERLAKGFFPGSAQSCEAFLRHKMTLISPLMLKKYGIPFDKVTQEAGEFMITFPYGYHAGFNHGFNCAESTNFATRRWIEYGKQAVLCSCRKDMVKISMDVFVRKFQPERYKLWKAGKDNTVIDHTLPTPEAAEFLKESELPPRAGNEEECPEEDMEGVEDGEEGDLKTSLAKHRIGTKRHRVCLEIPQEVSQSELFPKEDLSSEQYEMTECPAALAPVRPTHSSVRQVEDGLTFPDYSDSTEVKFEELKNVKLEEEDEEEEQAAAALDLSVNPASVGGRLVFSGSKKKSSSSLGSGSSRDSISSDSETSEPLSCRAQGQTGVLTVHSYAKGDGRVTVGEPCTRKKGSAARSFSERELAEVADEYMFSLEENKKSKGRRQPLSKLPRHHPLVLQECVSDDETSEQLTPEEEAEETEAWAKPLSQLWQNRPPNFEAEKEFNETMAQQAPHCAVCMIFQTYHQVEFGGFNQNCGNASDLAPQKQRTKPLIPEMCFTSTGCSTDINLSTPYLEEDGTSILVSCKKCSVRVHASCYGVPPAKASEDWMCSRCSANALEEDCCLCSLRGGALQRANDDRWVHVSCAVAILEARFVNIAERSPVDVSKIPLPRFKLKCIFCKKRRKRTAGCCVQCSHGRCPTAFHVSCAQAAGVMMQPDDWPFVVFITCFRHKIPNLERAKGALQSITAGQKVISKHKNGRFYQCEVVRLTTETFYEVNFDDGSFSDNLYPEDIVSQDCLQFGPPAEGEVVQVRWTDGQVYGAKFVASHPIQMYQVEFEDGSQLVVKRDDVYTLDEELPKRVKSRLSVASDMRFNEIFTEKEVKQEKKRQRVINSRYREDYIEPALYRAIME
GLS inh: qHTS for Inhibitors of Glutaminase (GLS); Potency, µM (titrated, usually from 45.5 µM), inactives show at the top dose activity change, negative = inhibition, hits mostly inhibitors; Glutaminase kidney isoform, mitochondrial (Homo sapiens), O94925; 410,000 compounds, 0.21% hits; GLS enzymatic activity, qHTS titration; note: % is set by controls: 0 for no effect and ±100 for the full control effect
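Compounds were pin-transferred onto hKGA, after which L-glutamine (1 mM solution) and a detection mix of glutamate oxidase, HRP and Amplex Red were added. Initial and 30 min RT fluorescence reads were collected.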
The depositor's hits bear a star; i = inactive; ? = inconclusive; / = not tested or not shown; & = joins results of further samples; [ ] = remark or other dose. Unless noted, calls come from the whole dose curve; as a rule, active = well fitted curve in the direction sought with a large enough effect; inconclusive = small, poorly fitted or top-dose-only effect, or another doubt; inactive = no such curve, though single readings can be large; an effect the other way counts as inactive or inconclusive. Potency is the fitted concentration of half-maximal effect. Some of the compounds tested, so the mix of outcomes need not match the whole.

POLI inh | G9a inh | Pin1 inhibitor | HP1b chromo inh | GLS inh | BAZ2B block | JMJD2A Tudor inh | PGK inhibitor | BLM helicase inh | structure
7% | 23%[59 µM] | ? | 18% | -9% | -6% | -11% | i | 3% | CC(C)c1nnc(NC(=O)CCC(=O)NC2CCCc3ccccc32)s1 (configuration not stated)
11% | / | 0% | 23% | -2% | -31% | 20% | -6% | -7% | O=C(c1ccc(Oc2cc(Cl)cc(Cl)c2)o1)N1CCCCC1
-10% | ? | 2% | 64%[activator] | 7% | ? | ? | 9%[11.5 µM] | 77%[activator] | CC(O)CNCCNCc1c(OCc2ccccc2)ccc2ccccc12 (configuration not stated)
1% | -27% | 7% | 47% | -3% | -10% | -10% | i | 1% | O=c1[nH]c2cc(Cl)cc(Cl)c2[nH]c1=O
13% | -3%[12.7 µM] | 3% | 39% | -10% | 4% | -18% | 4% | -2% | Cc1ccc(-c2cn(S(=O)(=O)c3ccc(C)cc3)nc2N)cc1
38% | -9%[59 µM] | 0% | 3% | 0% | 11% | -13% | -9% | -3% | Cc1nnc(SC(C)C(=O)Nc2ccc(S(=O)(=O)NC3CCCCC3)cc2)s1 (configuration not stated)
-5% | 8%[59 µM] | 3% | 32% | 0% | 11%[57.1 µM] | -4% | -6% | 2% | Cc1oc2ncn(C)c(=O)c2c1C(=O)N(Cc1ccccc1)C(C)C
/ | 4%[59 µM] | -2% | 28% | 5% | -5% | -20% | -3% | -4% | Cc1cc(C)c(C#N)c(Oc2ccc(O)cc2)n1
12% | 56%[activator] | 0% | 87%[activator] | -7% | 8% | 85%[activator] | i | 0% | C=CCn1c(=NC(=O)c2cccs2)sc2cccc(OC)c21
32%[activator] | 0%[59 µM] | -10% | 15% | -5% | 1% | -16% | i | -2% | Cc1ccc(Cc2c(C)nn(-c3nc(C)c(C(=O)N4CCCCC4C)s3)c2C)cc1 (configuration not stated)
9% | -7% | 3% | 24% | 3% | 5% | -12% | 0% | -2% | O=C(NCC1CC1)C1CCCN(S(=O)(=O)c2ccc(-n3cnnn3)cc2)C1 (configuration not stated)
70%[activator] | 13µM* | 0% | 23% | 2% | -5% | -4% | -7% | -1% | COc1ccc(C2NN=C(c3ccc(C)cc3)S2)cc1OC (configuration not stated)
13% | 0%[12.7 µM] | -6% | 26% | 8% | 2% | -3% | -9% | -9% | COc1ccccc1NC(=O)c1ccccc1SC
74%[activator] | / | 1% | 39%[activator] | -2% | -1% | -8%[11.4 µM] | 2% | -4% | Cc1ncc(C[n+]2csc(C)c2C)c(N)n1
-13% | 0.5µM* | -2% | -25% | -15% | -19% | 1.3µM* | -7% | -2% | COc1cc(/C=N/n2cc(-c3ccccc3)[nH]c2=S)cc(OC)c1O
42%[activator] | / | 2% | 22% | -3% | -12% | -3% | -6% | -8% | N#Cc1ccc(-c2csc(NNC(=O)c3ccc(Br)cc3)n2)cc1
34%[activator] | ? | -5% | 51%[activator] | -2% | -14% | -16% | i | -2% | O=C(c1ccc2[nH]c(=O)c(=O)[nH]c2c1)N1CCN(Cc2ccccc2)CC1
? | / | 32%[activator] | -7% | 14% | / | ? | -3% | / | Clc1cccc(-c2ccc(-c3nc4ccccn4c3NCc3ccccc3)cc2)c1
-5% | 11% | 0% | 21% | 10% | -29% | -7% | 4% | -1% | Cc1cc(=O)[nH]c(SCC(=O)Nc2ccc(S(=O)(=O)N3CCOCC3)cc2)n1
96%[activator] | ? | 16% | 8% | 4% | -19% | -15% | 10% | -26% | COc1ccc(C2CC(c3ccccc3)=NN2C(=O)COC(=O)c2nc3nc(C)cc(C)n3n2)cc1 (configuration not stated)
114%[activator] | 12%[59 µM] | -3% | 1% | 2% | 8% | -15% | -8% | 0% | COc1ccc(OCc2nnc(SCC(=O)N3CCCC3)o2)cc1
11% | 3% | 6% | 24% | -1% | 5% | -7% | i | -4% | CCOC(=O)Cc1csc(NC(=O)COc2c(C)cccc2C)n1
14% | 22%[59 µM] | -1% | 13% | 11% | -4% | -13% | -1% | -1% | COc1ccc(C(=O)Nc2cc(C)ccc2NC(=O)COc2ccccc2)cc1
-12% | -41%[59 µM] | 9% | 5% | 6% | -23% | -25% | -4% | -13% | Cc1ccccc1OCCCCn1c(C2CC(=O)N(c3ccccc3Cl)C2)nc2ccccc21 (configuration not stated)
54%[activator] | 25µM* | -2% | 24% | -14% | ? | -32% | -9% | -1% | CC(C)c1ccc(NC2CCCN(C(=O)c3ccnc(Cl)c3)C2)cc1 (configuration not stated)

A few values from the list.
Reading for Cc1ccc(-c2cn(S(=O)(=O)c3ccc(C)cc3)nc2N)cc1 in HP1b chromo inh: 39%
Reading for O=C(c1ccc(Oc2cc(Cl)cc(Cl)c2)o1)N1CCCCC1 in BLM helicase inh: -7%

(continued)
POLI inh | G9a inh | Pin1 inhibitor | HP1b chromo inh | GLS inh | BAZ2B block | JMJD2A Tudor inh | PGK inhibitor | BLM helicase inh | structure
0% | 18%[2.33 µM] | 1% | 64%[activator] | 4% | 48%[activator] | 27% | -2% | -13% | Cc1cc(Nc2cccc(Cl)c2)nc(-c2ccccc2O)n1
-12% | -11%[59 µM] | 0% | ? | -8% | ? | -7%[11.4 µM] | 1% | -2% | CCCOc1ccccc1C1CC(=O)Nc2cc3c(cc21)OCCO3 (configuration not stated)
33%[activator] | -46%[12.7 µM] | 1% | 28% | 24% | 0% | -15% | / | -2% | O=C(NCCc1ccccc1)C1CC(c2ccccc2O)=NO1 (configuration not stated)
-4% | 19%[2.33 µM] | -2% | 22% | 1% | 21% | -27% | 6% | / | CCCSc1ccc([C@H]2N[C@@](Cc3ccccc3)(C(=O)OC)[C@H]3C(=O)N(CC)C(=O)[C@@H]23)cc1
? | 19%[2.33 µM] | 44%[activator] | ? | ? | ? | 56µM* | 8% | / | C#CCOCCOCCOCCNc1nc(N2CCN(C(=O)CCCCCCCCCCNC(=O)[C@@H](CCSC)n3cc(CCO)nn3)CC2)nc(N2CCN(C(=O)CCCCCCCCCCNC(=O)[C@H]([C@@H](C)CC)n3cc(CCCCCN)nn3)CC2)n1
-2% | -5%[59 µM] | 10% | 19%[57 µM] | -2% | -8% | -12% | i | -8% | CCOC(=O)c1ccccc1NC(=O)N1CCCN(S(=O)(=O)c2ccc3c(ccn3CC)c2)CC1
25% | -3%[59 µM] | 1% | 30% | -1% | 9% | -13% | -7% | -2% | CN(C)S(=O)(=O)c1ccc(NC(=O)CNc2cc(S(=O)(=O)N3CCCC3)ccc2OCC(F)(F)F)cc1
3% | 40µM* | -6% | 56%[activator] | 3% | -19% | -15% | -9% | 0% | CCN(Cc1ccncc1)C(=O)c1cc(COc2ccc(F)cc2F)on1
1% | 29%[59 µM] | 1% | 25% | 7% | -3% | -3% | 11% | -2% | Cc1ccc(-c2nn(C(C)(C)C)c3ncnc(N)c23)cc1
14% | -25% | -1% | 38% | -11% | -5% | -6% | -3% | 1% | CN1CCC(OC(=O)c2ccccc2Cl)CC1
-16% | 10%[59 µM] | 10% | -5% | -1% | ? | -25% | -2% | -7% | COc1ccc(CCNC(=S)NC(=O)/C=C/c2ccc(C)cc2)cc1OC
5% | ? | -1% | 28% | 6% | -5% | -12% | 0% | -2% | CCOc1ccc2nc(NC(=O)c3cnccn3)sc2c1
43%[activator] | / | 1% | 6% | -16% | ? | -32% | -6% | -5% | COc1ccccc1-c1cc(C(=O)N/N=C/c2ccoc2)c2ccccc2n1
0% | ? | 1% | 25% | 3% | 2% | -8% | -1% | / | CCCN(C(=O)CSCC(=O)Nc1ccc(OC)cc1)c1c(N)n(Cc2ccccc2)c(=O)[nH]c1=O
69%[activator] | 3%[59 µM] | -4% | -1% | 0% | 0% | -15% | -6% | -1% | CCCC(=O)Nc1nnc(SCC(=O)NCc2ccco2)s1
-14% | / | -8% | 23% | -6% | -6% | 13% | i | -12% | CC(C)c1ccc(NC(=S)N2CCCC(c3ccc(F)cc3)=N2)cc1
2%[58.9 µM] | ? | 0% | ? | -2% | 50µM* | 3.5µM* | 18% | 3% | Clc1ccc(OCCn2ccnc2)c(Cl)c1
11% | -1%[59 µM] | 6% | 15% | 8% | 0% | -5% | -6% | 5% | CCCOc1ccc(-c2csc(NC(=O)CN3C(=O)CCC3=O)n2)cc1
15%&-19% | 40%[activator][59 µM] | 0%&-1% | 52%&45%[activator] | 1%&0% | 33%&5%[activator] | -5%&-5% | -1% | 0%&1% | CC1=C(C#N)C(NC(=O)c2ccccc2Cl)(C(F)(F)F)C(=O)N1 (configuration not stated)
85%[activator] | / | -1% | -7% | -5% | / | -24% | -10% | / | COc1cc(C)ccc1OCC(=O)OCC(=O)c1[nH]c(C)c(C(C)=O)c1C
8% | 9%[12.7 µM] | -5% | 44%[activator] | 10% | -13% | 4% | -3% | -5% | Cc1ccc(NCc2nnc(SCC(=O)NNC(=O)Cc3ccccc3)n2C)cc1
30% | 35µM* | -1% | 45%[activator] | 17% | -35% | -17% | 9% | -1% | CCc1ccc2c(CN3CCc4ccccc43)cc(=O)oc2c1
14% | -5%[59 µM] | -4% | 43%[activator] | -15% | -36% | 10% | -1% | -2% | COc1ccc(NC(=O)c2cc3c(C)nn(-c4ccccc4)c3s2)c(OC)c1
1% | 32%[12.7 µM] | -3% | 16% | -7% | 9% | 2% | -1% | 4% | CCOC(=O)c1sc(C)c(C(=O)NCC(C)(C)CN(C)C)c1N
34%[activator] | 27% | -3% | 18% | 1% | -11% | -5% | -9% | -5% | Cc1ccc(C2C(N)C(=O)N2c2ccc(C)cc2)cc1 (configuration not stated)
99%[activator] | -15%[0.501 µM] | -14% | 33% | -12% | -2% | 4% | i | 2% | CCOc1cccc(CNCCSc2nnnn2C)c1

Screening data as filed in PubChem.
